Compound activity from PubChem.
VEEV TC-83 Vero – inhibitors of VEEV TC-83 cytopathic effect, confirmation, Vero cells (AID 588727); Vero cells, VEEV TC-83 cytopathic effect inhibition; higher % means a stronger effect; inhibition, % at 20 µM, or IC50 in µM where a hit was titrated; hit rate 0.13% among 350,000; in the data active = a potency from the dose series; inconclusive = inhibition mostly from about 14% at the one dose, without a potency; inactive = the rest, 99 in 100 with inhibition below about 12%; note: strong numbers were not always called active
influenza NS1A – H1N1 influenza NS1A inhibitors, functional cell based assay (AID 504329); NS1A functional cell-based assay, percent inhibition; higher % means a stronger effect; one-dose inhibition, % at 12.5 µM; IC50 in µM for titrated hits; hit rate 0.3% among 340,000; in the data active = a potency from the dose series; inconclusive = inhibition above about 27% without an active follow-up result; note: strong numbers were not always called active
PhoP GFP inhibition – Inhibition of PhoP regulon, Salmonella typhi GFP reporter cells, confirmation, 4 h (AID 1850); inhibition, % at 50 µM; hits with a dose series show IC50 in µM; hit rate 0.33% among 310,000; Salmonella Typhi PhoP-promoter GFP reporter, fluorescence, 4 h; higher % means a stronger effect; in the data active = a potency from the dose series; inconclusive = inhibition mostly from about 25% at the one dose, without a potency; inactive = the rest, 99 in 100 with inhibition below about 19%;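 note: 0% = induced wells with vehicle and 100% = uninduced wells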
M. tuberculosis HTS – M. tuberculosis growth inhibition, HTS (AID 449762); hit rate 0.59% among 330,000; M. tuberculosis H37Rv growth inhibition, 7H9 media; higher % means a stronger effect; inhibition, % at 25 µM, or IC50 in µM where a hit was titrated; in the data active = a potency from the dose series; inconclusive = inhibition above about 70% without an active follow-up result;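 note: bacterial growth assessed after seven days of incubation; strong numbers were not always called active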
tuberculosis growth – growth inhibition of non-replicating M. tuberculosis (AID 488890); Mycobacterium tuberculosis non-replicating, growth inhibition; higher % means a stronger effect; inhibition, % at 25 µM, or IC50 in µM where a hit was titrated; hit rate 0.39% among 320,000; in the data active = a potency from the dose series; inconclusive = inhibition mostly from about 82% at the one dose, without a potency; inactive = the rest, 99 in 100 with inhibition below about 76%;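 note: plate controls were DMSO cells for no effect and high antibiotic wells for full effect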
VEEV TC-83 Vero 10K pilot screen – recorded beside VEEV TC-83 Vero, whose call it bears; inhibition, %; measured here: 10K pilot screen inhibition
Active calls of the source: *; i = inactive; u = inconclusive; x = not tested or not shown.

Start of the data: the first two compounds, to show the layout:
SMILES | VEEV TC-83 Vero | influenza NS1A | PhoP GFP inhibition | M. tuberculosis HTS | tuberculosis growth | others
CCc1nnc(NC(=O)c2ccc(COc3ccccc3C)o2)s1 | 0.4% | -10% | 14% | -2% | 22%
CC(=O)c1c(C)[nH]c(C(=O)COC(=O)c2c(-c3ccccc3)noc2C)c1C | 12% | 4% | x | 4% | -8%

Main list, from the start:
SMILES | VEEV TC-83 Vero | influenza NS1A | PhoP GFP inhibition | M. tuberculosis HTS | tuberculosis growth | others
CCc1nnc(NC(=O)c2ccc(COc3ccccc3C)o2)s1 | 0.4% | -10% | 14% | -2% | 22%
CC(=O)c1c(C)[nH]c(C(=O)COC(=O)c2c(-c3ccccc3)noc2C)c1C | 12% | 4% | x | 4% | -8%
CS(=O)(=O)N(CC(=O)NC1CCCCCC1)Cc1ccccc1 | i | -5% | -1% | -4% | 1%
N#CC1(C#N)C(C(=O)C23CC4CC(CC(C4)C2)C3)C12CCOCC2 (centres undefined) | 0.4% | 0% | 8% | -6% | 14%
S=P(NCCSCc1ccccc1)(N1CC1)N1CC1 | 1.5% | -10% | x | x | x
Nc1ccc2c(c1)C(=O)C(=O)c1ccccc1-2 | i | 9% | 6% | u | 2.5µM*
COc1ccc2ccc(O)c(CN3CCN(S(=O)(=O)c4cccc(C(F)(F)F)c4)CC3)c2c1 | 0.1% | 7% | x | 1% | -13%
COc1ccc(OC)c(NC(=O)CSc2nnc(Cn3c(=O)sc4ccccc43)n2C)c1 | 0.5% | 4% | -2% | -6% | -10%
O=C(Nc1nccs1)C1Cc2ccccc2CN1S(=O)(=O)c1ccc(F)cc1 (centres undefined) | 3.7% | -2% | -18% | -10% | 17%
CCOC(=O)C1CCN(C(=O)COC(=O)CNS(=O)(=O)c2ccc(SC)c([N+](=O)[O-])c2)CC1 | 1.7% | -5% | x | x | x

Two records drawn at random from the list so far:
SMILES | VEEV TC-83 Vero | influenza NS1A | PhoP GFP inhibition | M. tuberculosis HTS | tuberculosis growth | others
O=C(Nc1nccs1)C1Cc2ccccc2CN1S(=O)(=O)c1ccc(F)cc1 (centres undefined) | 3.7% | -2% | -18% | -10% | 17%
S=P(NCCSCc1ccccc1)(N1CC1)N1CC1 | 1.5% | -10% | x | x | x

Later entries:
SMILES | VEEV TC-83 Vero | influenza NS1A | PhoP GFP inhibition | M. tuberculosis HTS | tuberculosis growth | others
Cc1sc2ncn(CCC(=O)O)c(=O)c2c1C | 0.9% | 0% | -1% | 6% | -14%
Cc1cccc(N/N=C2/COC(C)(C)CC2=O)c1 | 0.9% | -2% | -1% | 19% | 3%
COc1ccc(N(C(=O)c2snc(C(N)=O)c2N)C(C(=O)NC2CCCC2)c2ccco2)cc1 (centres undefined) | 1.5% | 0% | 12% | -3% | 17%
CCOC(=O)/C(C(N)=NCCO)=C(/O)c1ccccc1 | 0.1% | 5% | 7% | 3% | 6%
Cc1cc(C)c(S(=O)(=O)NCc2ccc3c(c2)OCO3)cc1C | 1.6% | -3% | 1% | 3% | 49%
CC(=O)Nc1ccc(Nc2nc(Cl)nc(Nc3ccc(NC(C)=O)cc3)n2)cc1 | 1.2% | 8% | -5% | 5% | 8%
COc1ccc(-c2noc(CN(C)C(=O)Nc3ccccc3)n2)cc1 | 1.2% | 5% | -6% | 8% | 17%
CCCC(=O)Nc1ccc(-c2cn3cccnc3n2)cc1 | 0.1% | 1% | -2% | -4% | 4%
Cc1cc(=O)oc(C)c1C(=O)NCCCN1C(C)CCCC1C (centres undefined) | i | 9% | 1% | -4% | -11%
Cc1cccc(NC(=O)/C(C#N)=C/c2ccccc2O)n1 | 2.2% | -7% | x | x | x
Cc1cc(Br)cc(C)c1OCC(=O)NNC(=O)c1cccs1 | 4.4% | 7% | -3% | 0% | -17%
C=CCSc1nc2c(c(C3CC=CCC3)c1C#N)CCC2 (centres undefined) | i | -1% | 0% | 10% | 23%
CCCCn1c(/N=C/c2ccc3c(c2)OCO3)nc2ccccc21 | 3.0% | 1% | 4% | 5% | 28%
c1ccc(-c2nnc3sc(CN4CCc5ccccc54)cn23)cc1 | 0.5% | -4% | -4% | -11% | -19%
CCCCCN(C(=O)CCC(=O)OCCOc1ccc(OC)cc1)c1c(N)n(CCCC)c(=O)[nH]c1=O | 1.8% | -16% | 5% | 2% | 33%
Cc1cc(N=Nc2ccc(Cl)cc2)cc(CN2CCCC2)c1O | 0.8% | 26% | 3% | 11% | 55%
CCN(CC(=O)Nc1cc(Cl)ccc1C)C(=O)C1CC(=O)N(Cc2ccccc2)C1 (centres undefined) | 5.1% | -7% | 2% | 0% | 7%
O=C(NCC1COc2ccccc2O1)c1ccc(F)c(S(=O)(=O)N2CCOCC2)c1 (centres undefined) | 7.6% | -2% | x | x | x
CCOc1ccc2[nH]c(=O)c(C(c3nnnn3CC3CCCO3)N3CCc4ccccc4C3)cc2c1 (centres undefined) | i | -15% | -4% | -3% | 16%
COc1ccc(C(=O)c2c3ccc(C(F)(F)F)cc3[n+]([O-])n2CCCC(N)=O)cc1 | i | -5% | -2% | -2% | 16% | VEEV TC-83 Vero 10K pilot screen=0.2
CSc1nnc(-c2sc3cc(C(F)(F)F)cnc3c2-c2cccnc2)n1C | 4.3% | -12% | -2% | -2% | 16%
NC(=O)c1ccc(NC(=O)CN2CCN(S(=O)(=O)c3ccc4c(c3)OCCO4)CC2)cc1 | 1.1% | -2% | x | -10% | -8%
Cc1nc2cc(Nc3nnc(-c4ccccc4)c4ccccc34)ccc2n1C | 2.8% | -1% | u | 14% | 17%
CCc1ccc2oc(-c3ccc(OC)cc3)cc(=Nc3c(C)n(C)n(-c4ccccc4)c3=O)c2c1 | 7.7% | 15% | 7% | 22µM* | u
Cc1cc(NC(=O)c2ccccc2)ncc1NC(=O)c1ccco1 | 1.3% | -3% | -5% | -1% | 9%
O=C(Nc1ccc(Cl)cc1[N+](=O)[O-])c1ccc2c(c1)OCCO2 | 1.3% | 13% | 3% | 1% | -2%
O=C(Nc1ccc(C(=O)N2CCOCC2)cc1)c1cccc(Br)c1 | 11% | -4% | 0% | -2% | 11%
CN1/C(=C\C(=S)NC(=O)c2cccc(Br)c2)C(C)(C)c2ccccc21 | 6.7% | 25% | 2% | 8% | -11%
COc1ccc(-c2nc3nc(SC)nn3cc2C)cc1F | 1.2% | 6% | -5% | -3% | 4%
O=c1[nH]n2cc(-n3cc([N+](=O)[O-])cn3)cnc2c1Br | 0.8% | 5% | 12% | -1% | 2%

Sorted by molar mass (lowest first): some entries from above
SMILES | VEEV TC-83 Vero | influenza NS1A | PhoP GFP inhibition | M. tuberculosis HTS | tuberculosis growth | others
COc1ccc(-c2nc3nc(SC)nn3cc2C)cc1F | 1.2% | 6% | -5% | -3% | 4%
O=c1[nH]n2cc(-n3cc([N+](=O)[O-])cn3)cnc2c1Br | 0.8% | 5% | 12% | -1% | 2%
O=C(Nc1ccc(C(=O)N2CCOCC2)cc1)c1cccc(Br)c1 | 11% | -4% | 0% | -2% | 11%
CN1/C(=C\C(=S)NC(=O)c2cccc(Br)c2)C(C)(C)c2ccccc21 | 6.7% | 25% | 2% | 8% | -11%

(more compounds)
SMILES | VEEV TC-83 Vero | influenza NS1A | PhoP GFP inhibition | M. tuberculosis HTS | tuberculosis growth | others
CCCCc1nc2cc(C(=O)N3CCC(OCCOC)CC3)ccc2o1 | 1.0% | 1% | -3% | 0% | 10%
COc1cccc2cc(C(=O)CS(=O)(=O)c3ccc(C(C)(C)C)cc3)c(=O)oc12 | 1.6% | -2% | 3% | -3% | 9%
CC(C(=O)N1CCCC1)N(c1ccccc1)S(C)(=O)=O (centres undefined) | 0.1% | -6% | -6% | 1% | 5%
CCOC(=O)N1CCN(C(=O)COC(=O)c2cc(C)ccc2C)CC1 | i | -2% | x | 0% | -11%
CCOC(=O)CSc1nnc(NC(=O)c2ccc3c(c2)OCO3)s1 | 3.7% | -5% | -10% | 5.7µM* | u
COc1ccc(C(=O)Nc2cccc(S(=O)(=O)NCc3ccco3)c2)cc1 | 6.1% | 6% | x | -4% | -17%
COc1ccccc1OCC(=O)Nc1ccccc1C(=O)N1CCCCC1 | i | 9% | -5% | 1% | 9%
CCOC(=O)COc1ccc(S(=O)(=O)N2CCN(c3ccccc3F)CC2)cc1 | i | -11% | 12% | -1% | u
CC(=O)NC1C(=O)Nc2c(C)cc(C)cc21 (centres undefined) | 3.5% | -4% | -14% | 5% | 5%
N#Cc1ccc(OCC(=O)NCC(c2cccs2)N2CCOCC2)cc1 (centres undefined) | 0.1% | 14% | -13% | -14% | 3%
CC1CN(C(=O)C(C)Sc2nc3ccccc3s2)CC(C)O1 (centres undefined) | 0.1% | 7% | -2% | -7% | 19%
O=C(N/N=C/c1ccco1)C1COc2ccccc2O1 (centres undefined) | 0.6% | -20% | 7% | 3% | x
N#Cc1ccc(S(=O)(=O)N2CCC(C(=O)Nc3cccc(C(=O)NC4CC4)c3)CC2)cc1 | 1.2% | -11% | x | -6% | 5%
COc1ccc(Cl)cc1NC(=O)c1nnn(CC(=O)Nc2ccc3c(c2)OCO3)c1N | i | 5% | -3% | -5% | -17%
CC(C)c1ccc(N(CC(=O)NCc2ccc(F)cc2)C(=O)c2csnn2)cc1 | 0.7% | -5% | 1% | -4% | 11%
Cc1cc(=O)oc2cc(OCC(=O)Nc3ccc(CN4CCOCC4)cc3)ccc12 | 0.2% | 10% | 8% | 26% | -3%
O=C(N/C=N/O)C(c1ccccc1)c1ncc(C(F)(F)F)cc1Cl (centres undefined) | 0.3% | -8% | 4% | 7% | 1%
CCCCCc1c(C)nc(Nc2ccc(F)cc2)[nH]c1=O | 2.5% | -6% | -4% | -1% | 13%
O=C(c1ccc([N+](=O)[O-])cc1)N1CCN(C(=O)c2cccs2)CC1 | 0.1% | 5% | 8% | -1% | -13%
COc1cccc(NC(=S)N(CCN(C)C)C(C)c2ccco2)c1 (centres undefined) | 1.2% | -5% | -5% | -12% | 4%
Nc1nonc1-n1nnc(C(=O)N/N=C/c2c(F)cccc2Cl)c1-c1ccc2c(c1)OCO2 | 1.0% | -6% | 7% | 7% | 3%
Cc1nc(N)sc1-c1csc(Nc2ccccc2)n1 | 0.4% | -6% | 0% | 1% | 14%
CCOC(=O)c1sc(NNC(=O)c2ccc(C)cc2)nc1C | i | -23% | -2% | 14% | 48%
CC(=O)C(Sc1nc(N2CCOCC2)nc(N2CCOCC2)n1)C(=O)Nc1ccccc1 (centres undefined) | 2.9% | 3% | -1% | -1% | 21%
CCOc1ccc(S(=O)(=O)N(CC)CC)cc1NC(=O)CSCc1c(C)noc1C | 1.5% | -13% | -5% | 0% | 11%
O=C(Nc1cccc(/C=C/c2nc3ccccc3c(=O)[nH]2)c1)c1ccccc1Cl | u | -5% | 18% | 0% | -9%
Cn1c(NC(=O)C2c3ccccc3Oc3ccccc32)cc(=O)n(C)c1=O | 1.8% | 13% | 1% | 0% | 5%
COc1cccc(NC(=O)CSc2nc3c(c(-c4ccco4)c2C#N)CCCC3)c1 | 3.2% | 5% | 2% | 11% | -6%
CN(C(=O)c1ccc(NC(=O)Cc2ccc(NC(=O)C3CCN(C(=O)CCc4ccccc4)CC3)cc2)cc1)C1CC1 | 0.5% | 4% | x | 1% | 38%
Cc1cc(N=Nc2ccccc2)c(NCC(O)C(O)C(O)CO)cc1C (centres undefined) | 0.8% | 36% | 52% | 9% | 13%
Cc1cc(NC(=O)c2c(F)c(F)c(F)c(F)c2F)no1 | i | -5% | -4% | 6% | 2%
Cc1ccc2c(c1)C(=C(C#N)C#N)C(=O)N2CCN1CCCCC1 | 1.3% | 4% | 2% | 1% | 26%
CCCCNC(=O)COC(=O)c1cc(C)nc2ccccc12 | 2.7% | 4% | 8% | -3% | 13%
CC(C)NC(=O)C(=O)Nc1cc2c3c(c1)CCC(=O)N3CCC2 | 1.3% | 12% | -2% | -7% | -3%
Cc1c(C(=O)OC/C(O)=C(\C#N)c2nc3ccccc3[nH]2)oc2ccc(Br)cc12 | i | 4% | -9% | 12% | -4%
CC/C=C\C/C=C\C/C=C\CCCCCCCC(=O)O | i | -12% | 1% | 4% | -1%
CCN(CC)C(=O)C(=O)c1cn(CCOc2ccccc2)c2ccccc12 | 1.5% | 9% | 0% | -2% | 3%
COc1ccc(OCC(=O)N2CCCC(N3CCN(c4ccccc4C)CC3)C2)cc1 (centres undefined) | 1.8% | 17% | -2% | 22% | 30%
O=C(O)/C=C/C(=O)c1ccc(O)cc1 | 0.8% | -12% | 10% | -6% | -3%
Cc1cc(=O)[nH]c(-c2ccc(Cl)cc2)n1 | 3.9% | -6% | -9% | 0% | -25%
CN1CCCC(CN2c3ccccc3Sc3ccccc32)C1 (centres undefined) | 6.2% | 13% | -1% | 26% | 39%
